SKBR3 24h inh: SK-BR-3 proliferation inhibitors | SK-BR-3 viability, CellTiter-Glo ATP luminescence, 24 h; stronger effect = lower value | viability, % at 10 µM | 41,000 compounds, 0.47% hits;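 active = viability at or below the median of all test compounds minus 3 SD, in both replicates if run twice, cut at about 45% in these data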;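 also: 100% = median untreated cell wells and 0% = median positive control drug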
Starred values were filed as active, the others as inactive. These rows are one share of the data; count on the stated rates, not on these rows.

A first look (4 entries):
SMILES	SKBR3 24h inh
CCCc1nnc(NC(=O)CN2C(=O)c3ccccc3S2(=O)=O)s1	105.1
Cc1nc(NC(=O)CSc2nnnn2Cc2ccccc2)sc1C	87.3
CC1=CC2=NC(=O)CC(C)(C(=O)N(CC(=O)NC(C)(C)C)C3CCCC3)N2C=C1 (configuration not stated)	101.0
O=C(CN1CCOCC1)N(c1ccccc1)c1ccc2ccccc2c1	75.2

Results, from the start:
SMILES	SKBR3 24h inh
CCCc1nnc(NC(=O)CN2C(=O)c3ccccc3S2(=O)=O)s1	105.1
Cc1nc(NC(=O)CSc2nnnn2Cc2ccccc2)sc1C	87.3
CC1=CC2=NC(=O)CC(C)(C(=O)N(CC(=O)NC(C)(C)C)C3CCCC3)N2C=C1 (configuration not stated)	101.0
O=C(CN1CCOCC1)N(c1ccccc1)c1ccc2ccccc2c1	75.2
Cc1cc(/C=N/n2cnnc2)c(C)n1-c1ccc(C(=O)O)cc1	96.1
O=C(Cc1ccc(-n2cnnn2)cc1)NC12CC3CC(CC(C3)C1)C2	92.1
O=C(CNC(=O)c1ccc(Br)o1)Nc1cccc(-c2cnc3ccccc3n2)c1	94.2
Cc1ccc2cccc(SCC(=O)NCc3ccco3)c2n1	84.5
CCOC(=O)c1cnc(SC2CC(=O)N(c3ccc(OC)c(OC)c3)C2=O)nc1N (configuration not stated)	93.1
CN(C)c1nc(Oc2ccc(=O)n(C)n2)nc(N2CCOCC2)n1	123.4
CCOC(=O)c1ccc(NC(=O)CSc2nnc(COc3ccccc3OC)n2C)cc1	84.2
Cc1ccc2[nH]c(=O)c(CN(CCN3CCOCC3)C(=O)Nc3ccc(F)cc3)cc2c1	69.6
Cc1ccc(Cn2ccc(NC(=O)c3cc(-c4ccccc4)on3)n2)cc1	91.9
COc1ccc(CCNC(=O)c2cnc3n(c2=O)CCS3)cc1OC	69.4
CC(/C=C/c1ccccc1)=N/O	85.5
COc1ccc(N2CCN(C(=O)CSc3nnc4ncccn34)CC2)cc1	91.9
COCCc1ccc(OCC(O)CNC(C)C)cc1 (configuration not stated)	91.5
CC1CCCCC1NC(=O)COC(=O)c1ccc(S(=O)(=O)N2CCOCC2)cc1 (configuration not stated)	73.5
COc1ccc(N2CCN(Cc3nc(N)nc(N4CCCc5ccccc54)n3)CC2)cc1	102.5
C=CCn1c(SCC(=O)Nc2cc(C)nn2-c2ccccc2)nnc1C1CCCCC1	112.6
O=S(=O)(c1ccc2c(c1)oc1ccccc12)N1CCOCC1	93.1
COc1cc(OC)c(NC(=O)CCNC(=O)Cn2cnc3ccccc3c2=O)cc1Cl	77.1
O=C(NCc1ccco1)c1cnn2c(C(F)(F)F)cc(-c3ccco3)nc12	101.6
CCn1c(SCC(=O)Nc2oc(-c3ccccc3)c(-c3ccccc3)c2C#N)nnc1-c1ccco1	84.7
CC1CN(c2nc3c(c(=O)n(Cc4ccc(Cl)c(Cl)c4)c(=O)n3C)n2C)CC(C)O1 (configuration not stated)	80.5

Remaining list, next part
SMILES	SKBR3 24h inh
COc1ccc(CCNC(=O)CN2C(=O)c3ccccc3S2(=O)=O)cc1OC	103.7
Clc1cccc(Cl)c1-c1nnc2ccc(N3CCOCC3)nn12	102.9
Cc1cc(C)n2nc(NCc3ccccc3)nc2n1	106.6
CC(=O)c1cc2c(cc1NC(=O)C1CC=CCC1C(=O)O)OCO2 (configuration not stated)	87.2
COc1ccc(C2Nc3ccccc3C(=O)N2Cc2ccco2)cc1CN1C(=O)c2ccccc2C1=O (configuration not stated)	72.7
CCOc1ccc(NC(=O)N2CCN(CC)CC2)cc1	89.6
COCCNC(=O)C(c1ccco1)N(Cc1ccc(OC)cc1)C(=O)Cn1nnc2ccccc21 (configuration not stated)	60.6
CC(C)Oc1snc(Cl)c1C(N)=O	88.3
C=CCn1c(Cc2c[nH]c3ccccc23)n[nH]c1=S	88.4
CCOc1cccc(-c2nnc3sc(COc4ccccc4)nn23)c1	108.7
CCOC(=O)N1CCN(Cc2nc(-c3ccc(OC)cc3)no2)CC1	93.5
CC(C)C(=O)Nc1ccc(NC(=O)c2ccccn2)cn1	79.2
S=c1[nH]nc(Cc2c[nH]c3ccccc23)o1	95.0
CCC(=O)N1CCc2cc(S(=O)(=O)NCCC(=O)NC3CCCc4ccccc43)ccc21 (configuration not stated)	87.3
Cc1ccc(-n2ncc(C#N)c2/N=C/N2CCN(C)CC2)cc1	76.5
COc1ccccc1NC(=O)C1CCN(c2ncccn2)CC1	126.1
Cc1ccc(C)c(S(=O)(=O)Nc2ccc(O)cc2)c1	76.8
CC1CCCCC1NC(=O)CCn1c(=O)oc2ccccc21 (configuration not stated)	99.3
O=S(=O)(c1ccccc1)c1nc(-c2ccco2)oc1N1CCCCCC1	89.5
Cc1ccc2nsnc2c1NS(=O)(=O)c1c(C)ccc2nsnc12	87.0
COc1cccc(C(=O)N(Cc2cc3cc(C)ccc3[nH]c2=O)C(C)C)c1	89.8
O=C(CSc1nnc(Cc2ccccc2)o1)NCCN1C(=O)CSC1=O	94.8
Cn1nc(CC(=O)Nc2cccc3ncccc23)c2ccccc2c1=O	83.0
C=CCn1c(COc2cccc3ccc(C)nc23)nnc1SCC(=O)O	100.8
CSCCC1NC2(C(=O)Nc3c(C)cc(Cl)cc32)[C@@H]2C(=O)N(C3CCCC3)C(=O)[C@H]12 (some centres not stated)	104.5

No new results follow: entries from further up.
SMILES	SKBR3 24h inh
Cc1ccc(-n2ncc(C#N)c2/N=C/N2CCN(C)CC2)cc1	76.5
COc1ccccc1NC(=O)C1CCN(c2ncccn2)CC1	126.1
Cc1ccc(C)c(S(=O)(=O)Nc2ccc(O)cc2)c1	76.8

Next results
SMILES	SKBR3 24h inh
Cc1cccc(CSc2nncc(=O)[nH]2)c1	88.2
CCOC(=O)c1ccc(N2C(=O)c3n[nH]c(C)c3C2c2ccco2)cc1 (configuration not stated)	103.2
CCOc1ccccc1NC(=O)NC1CC2CCCC(C1)N2Cc1nnnn1CCc1ccccc1 (configuration not stated)	96.5
O=C(O)CSC1CC(=O)N(c2cccc(Cl)c2)C1=O (configuration not stated)	101.4
c1ccc(-c2ccc(-c3nc(-c4cccnc4)no3)cc2)cc1	83.6
O=C(c1cc(-c2ccncc2)nc2ccc(Cl)cc12)N1CCN(C(=O)C2CCCO2)CC1 (configuration not stated)	90.5
CSCC[C@H](NC(=O)NCCc1ccc(F)cc1)C(=O)O	79.6
O=C(NC1CCSC1=O)c1ccc(Cl)cc1 (configuration not stated)	99.2
COC(=O)C(O)(NC(=O)OCc1ccccc1)C(F)(F)F (configuration not stated)	99.9
O=C1NC2(CCOc3ccccc32)C(=O)N1CC(=O)N(Cc1ccccc1)C1CCS(=O)(=O)C1 (configuration not stated)	88.0
CCOC(=O)CSc1nc(C)cc(=O)[nH]1	97.8
CCOC(=O)CN(C(=O)CSc1nnc2c(n1)[nH]c1ccccc12)c1ccccc1	73.0
Cc1ccc(-c2noc(CCCC(=O)N3CCOCC3)n2)cc1	82.3
Cc1ccc(N2CCN(C(=O)c3ccccc3)CC2)c(C)c1	84.8
CCOC(=O)C1CCN(C(=O)COc2ccc(Br)cc2)CC1	96.2
O=c1c(-c2ccc3c(c2)OCCO3)coc2cc(O)cc(O)c12	82.2
COc1ccccc1-c1nnc2sc(-c3cnccn3)nn12	84.1
COc1cc(C)nc(N2CCCC(C(=O)NC3CCC(C)CC3)C2)n1 (configuration not stated)	82.1
CS(=O)CCC(NS(=O)(=O)c1ccccc1)C(=O)O (configuration not stated)	86.1
N#CC1=C(C2CC2)CC(c2ccccc2)C(C#N)=C1N (configuration not stated)	92.0
Cc1cc(C)nc(N2CCCC(C(=O)NC(C)CCc3ccco3)C2)n1 (configuration not stated)	95.9
CC(C)C(=O)c1cn(CC(=O)NCC2CCCO2)c2ccccc12 (configuration not stated)	95.9
COc1ccc(C(=O)N[C@H]2COC(C)(C)O[C@H]2c2ccccc2)cc1	79.1
c1cc(CSc2nnc(-c3ccc4c(c3)OCO4)o2)ccn1	86.7
O=C(Nc1ccccc1N1CCCC1)c1ccc(Br)o1	85.7

Carrying on:
SMILES	SKBR3 24h inh
O=C(CSc1nc(Nc2ccccc2)nc(N2CCOCC2)n1)N1CCCC1	109.2
O=c1c2c3nc4ccccc4nc3n(CC3CCCO3)c2ncn1CCc1ccccc1 (configuration not stated)	81.2
O=c1cc[nH]c2c(C(F)(F)F)cccc12	80.5
CC(C)(C)NC(=O)C(c1ccco1)N(C(=O)Cn1nnc(-c2ccc(F)cc2)n1)c1ccccc1F (configuration not stated)	103.7
CC(=O)OC1(C(F)(F)F)Oc2ccccc2NC1=O (configuration not stated)	73.7
O=C1CC(C(=O)Nc2ccc(C(=O)N3CCOCC3)cc2)C2(CCCCC2)O1 (configuration not stated)	88.1
CC(=O)Nc1ccc(S(=O)(=O)N2CCN(Cc3ccncc3)CC2)cc1	101.9
Cc1nc2nc[nH]n2c(=O)c1NC(=O)CCc1ccccc1	90.1
C=CCn1c(Cc2nc3ccccc3[nH]2)n[nH]c1=S	116.6
Cc1ccc(S(=O)(=O)N2CCCC(C(=O)NCc3ccccn3)C2)cc1 (configuration not stated)	90.9
CC(=O)[C@H]1[C@H](C#N)C[C@H]2[C@@H]3CC=C4C[C@@H](O)CC[C@]4(C)[C@H]3CC[C@@]21C	95.6
O=S(=O)(/N=C(\c1ccccc1)N1CCOCC1)c1cccs1	100.1
Nc1nc2ccc(S(=O)(=O)c3ccc4nc(N)sc4c3)cc2s1	134.1
CN(Cc1ccccc1)C(=O)CCC(=O)N(C)Cc1ccccc1	103.1
CCN(C)c1ccc(/C=N\n2nnnc2N)cc1	139.1
CCOC(=O)c1[nH]c(=O)[nH]c1CSCCO	86.3
COC(=O)c1sc(S(=O)(=O)NCc2cccs2)c(C(=O)OC)c1C	88.3
Cc1cc(C)nc(SCc2n[nH]c(=S)n2C)n1	93.6
Cc1cccc(-c2noc(CN(C(=O)C34CC5CC(CC(C5)C3)C4)C(C)C)n2)c1	83.8
CCC(C(=O)Nc1nnc(-c2ccco2)s1)c1ccccc1 (configuration not stated)	93.1
O=C(CSc1nc2ccccc2o1)N1CCN(c2ccc(Cl)cc2)CC1	81.6
Cc1cccc(-n2ncc3c(NCCN4CCOCC4)ncnc32)c1	103.7
CN(O)/C=c1/ccc2c(n1)C(=O)C=CC=2	73.7
CCCCn1c(=NC(=O)c2ccco2)c(C(=O)OCC)cc2c(=O)n3ccccc3nc21	71.5
Cc1ccc(CNc2nc3ccccc3s2)s1	92.1

Part of the list above in order of number of heavy atoms, ascending:
SMILES	SKBR3 24h inh
O=c1cc[nH]c2c(C(F)(F)F)cccc12	80.5
Cc1cc(C)nc(SCc2n[nH]c(=S)n2C)n1	93.6
O=S(=O)(/N=C(\c1ccccc1)N1CCOCC1)c1cccs1	100.1
Nc1nc2ccc(S(=O)(=O)c3ccc4nc(N)sc4c3)cc2s1	134.1
COC(=O)c1sc(S(=O)(=O)NCc2cccs2)c(C(=O)OC)c1C	88.3
O=C(CSc1nc2ccccc2o1)N1CCN(c2ccc(Cl)cc2)CC1	81.6

Quoted at random: 3 entries already listed, in no set order.
SMILES	SKBR3 24h inh
Cc1cccc(CSc2nncc(=O)[nH]2)c1	88.2
CCOC(=O)c1[nH]c(=O)[nH]c1CSCCO	86.3
O=c1c(-c2ccc3c(c2)OCCO3)coc2cc(O)cc(O)c12	82.2

Other results follow.
SMILES	SKBR3 24h inh
Cn1cc(S(=O)(=O)CC(=O)Nc2ccc3c(c2)OCO3)c2ccccc21	115.9
CCCn1c(SCC(=O)N2CCCC2)nc2c1c(=O)n(C)c(=O)n2C	83.3
C=CCn1c(=O)c(C(=O)Nc2ccccc2O)c(O)c2ccccc21	98.0
O=C(c1ccc(S(=O)(=O)N2CCOCC2)cc1)N1CCN(c2ccccc2)CC1	99.8
c1cncc(-c2noc(-c3ccco3)n2)c1	106.1
COCCn1c(C2CCCCC2)nc2sc3ccccc3c(=O)c2c1=O	92.6
Cc1cc(C(=O)Nc2ccc(C(=O)O)cc2)c(-c2ccccc2)o1	126.1
NC(=O)c1cc(N2C(=O)C3CC=CCC3C2=O)ccc1N1CCCCC1 (configuration not stated)	92.8
CCCn1c(N2CCN(S(=O)(=O)Cc3ccccc3)CC2)nc2ccccc21	65.3
Cc1ccc(NC(=O)CSC2=C(C#N)C(c3ccc4c(c3)OCO4)CC(=O)N2)cc1C (configuration not stated)	102.1
O=C(Nc1ccc(Br)c(Cl)c1)C1CC1	100.8
Cc1ccccc1Cn1nc(C)c(NC(=O)c2cc3nc(-c4ccco4)cc(C(F)(F)F)n3n2)c1C	110.7
Cc1ccccc1Cn1nc(C)c(NC(=O)c2noc3c2CCCC3)c1C	103.6
CCn1c(SCC(=O)Nc2ccc3c(c2)OCCO3)nc2c(c1=O)SC(C)C2 (configuration not stated)	87.9
COc1ccccc1-c1nnc(SCC(=O)N2CC(C)CC(C)C2)o1 (configuration not stated)	88.0
COc1ccc(C(=O)CN2C(=O)C(C)(C)Oc3ccc(C(=O)N4CCCCCC4)cc32)cc1	91.6
CCOC(=O)c1cc(NC(=O)c2cnccn2)cc(C(=O)OCC)c1	102.8
CCN(C(=O)c1cc(Cl)ccc1OC)c1ccccc1	114.4
O=C1CC(N2CCN(C/C=C/c3ccccc3)CC2)C(=O)N1Cc1cccs1 (configuration not stated)	78.3
COc1ccccc1C(OC(=O)c1ccco1)C(=O)NC(C)(C)C (configuration not stated)	87.2
Cc1ccn(C(=O)c2ccc(NC(=O)C3CCCCC3)cc2)n1	109.2
O=C(CSc1nc2ccccc2[nH]1)N1CCCCC1	92.7
Cc1c(CCC(=O)O)c(=O)oc2cc3occ(-c4ccc(F)cc4)c3cc12	104.3
O=C(CN1C(=O)NC2(CCSC2)C1=O)N1CCN(c2ccc(F)cc2)CC1 (configuration not stated)	71.3
Nc1cc(OC(=O)c2cccs2)nn1S(=O)(=O)c1ccccc1	86.3
O=S(=O)(Cc1ccccc1)Nc1ccc(S(=O)(=O)NCC2CCCO2)cc1 (configuration not stated)	96.3
